# From PubChem
# MEX-5 binding – MEX-5 zinc finger RNA-binding disruptors – biochemical, C. elegans, fluorescence polarization, MLPCN library, primary screen | 0.38% of 300,000 active | activity score (negative = inhibition of binding), % at 10 µM | AID 1832, 2009 | MEX-5/FITC-TCR2 RNA binding; hits give low values;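 active = inhibition past about -25% in most replicates, and total fluorescence under double the plate's negative control median, limit read from the data; inconclusive = replicates evenly split on the limit, or fluorescence at least double controls; inactive = too little inhibition in most replicates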;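 also: 0% = DMSO and -100% = 5 µM competing unlabeled TCR2 RNA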
# Target sequence (Q9XUB2 whole entry, looked up): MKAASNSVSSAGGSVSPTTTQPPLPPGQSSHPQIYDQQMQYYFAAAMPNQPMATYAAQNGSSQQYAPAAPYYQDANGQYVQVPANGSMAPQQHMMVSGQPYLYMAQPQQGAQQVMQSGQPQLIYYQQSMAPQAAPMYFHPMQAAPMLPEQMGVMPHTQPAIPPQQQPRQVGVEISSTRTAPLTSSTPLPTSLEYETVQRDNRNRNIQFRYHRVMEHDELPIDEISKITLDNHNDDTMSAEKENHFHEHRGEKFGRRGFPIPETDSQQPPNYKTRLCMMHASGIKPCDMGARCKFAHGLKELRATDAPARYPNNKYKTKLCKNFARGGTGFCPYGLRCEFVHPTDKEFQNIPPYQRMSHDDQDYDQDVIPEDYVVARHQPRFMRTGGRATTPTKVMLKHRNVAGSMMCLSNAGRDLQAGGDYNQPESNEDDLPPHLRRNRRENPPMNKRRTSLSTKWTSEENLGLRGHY
# An asterisk follows results filed as active; ? = inconclusive. An excerpt, so the mix of outcomes need not match the whole.
MEX-5 binding,molecule
-0.5,COc1cccc(-n2nc(C#N)c(Cl)cc2=O)c1
1.1,COc1cc(/C=C2\SC(=S)N(CC(=O)NC(C)(C)C)C2=O)cc(OC)c1OC
0.0,COc1ccc(OC)c(NC(=O)CSc2nnnn2C2CCCC2)c1
-1.2,O=C1C=C(N(CCO)Cc2ccccc2)c2ccccc2C1=O
-8.9,COC(=O)c1cc(NC(=O)c2ccccc2)c(=O)oc1/C=C/Nc1ccc(Oc2ccccc2)cc1
-0.7,COc1ccc(CNC(=O)C2CCN(C(=O)[C@@H](CC(C)C)NC(=O)OC(C)(C)C)CC2)cc1
1.2,CC(=O)OC1CCC2(C)C(=CCC3C2CCC2(C)C3CC3OC4(CCC(C)CN4)C(C)C32)C1 (stereo not drawn)
-0.1,COc1ccc(/C=C2\SC(=S)N(C(Cc3ccccc3)C(=O)O)C2=O)cc1 (stereo not drawn)
6.9,CCC1=NN2C(=N)/C(=C\c3cccn3-c3ccc(Br)cc3)C(=O)N=C2S1
-1.8,CCCN1CCn2c3c(c4cc(Br)ccc42)CCCC31 (stereo not drawn)
2.5,O=c1c(Cl)c(Cl)cnn1Cc1nnc(-c2ccccc2Br)o1
0.2,CCCCCn1c(=O)c(-c2nc3ccccc3c(=O)[nH]2)c(O)c2ccccc21
-4.6,O=c1[nH]c(NC2CCN(S(=O)(=O)c3ccccc3C(F)(F)F)CC2)nc2c1CCCC2
2.2,CCOC(=O)C1(CCCc2ccccc2)CCN(C(=O)C2=C(C)OCCO2)CC1
-0.9,O=C(Nc1ccccc1)C(c1ccccc1)C1CCCC1 (stereo not drawn)
0.2,COC(C[C@H](O)CC(=O)COCc1ccccc1)OC
-0.5,O=C(CS(=O)CC(=O)Nc1ccc(Cl)cc1)NCC1OCCc2ccccc21 (stereo not drawn)
-8.1,Oc1c(Cl)cc(Cl)c2c1NCCC2
1.8,C=CCn1cc(C(=O)NCc2ccc3c(c2)OCO3)c(=O)c2cc(S(=O)(=O)N(CC)CC)ccc21
?,N#CC(C#N)=C1C=C2C=C(N3CCCCCC3)CCC2CC1 (stereo not drawn)
-1.7,O=C(NCc1ccc(Cl)cc1)c1ccc2nc[nH]c2c1
1.7,C/C(=N\N1CCN(c2ccccc2)CC1)c1ccc(O)cc1
-0.7,CCc1cc2c(=O)c(-c3nc4ccccc4n3C)coc2c(CN2CCCCC2C)c1O (stereo not drawn)
0.2,CCCCn1c(SCC(=O)Nc2nc(C)cs2)nnc1-c1cccnc1
0.9,O=C(O)c1cccc(N/N=C/c2ccc(-c3ccccc3)cc2)c1

# Remaining list, next part
MEX-5 binding,molecule
2.5,O=C(O)CCC(=O)Nc1ccc(N=Nc2ccccc2)cc1
-1.1,Cc1cccc(N(C(=O)c2snc(C(N)=O)c2N)C(C(=O)NC2CCCC2)c2ccco2)c1 (stereo not drawn)
-3.3,CCOc1ccc(Br)cc1C1=NN(C(C)=O)C(c2ccc([N+](=O)[O-])s2)O1 (stereo not drawn)
-11,CCOCCCn1c(=N)c(C(=O)NCc2ccc3c(c2)OCO3)cc2c(=O)n3ccccc3nc21
-0.3,CC(=O)NCCC(=O)Nc1nc(-c2c[nH]c3ccccc23)cs1
-1.2,CCN(CC)CCCN1C(=O)C(O)=C(C(C)=O)C1c1cccc(OC)c1 (stereo not drawn)
-0.5,COc1cc(/C=N/NC(=O)Nc2cccc3nsnc23)cc(OC)c1OC
-0.3,CCCc1cc(=O)oc2cc(OCC(=O)OC)cc(OCC(=O)OC)c12
0.3,Cc1ccc(C)c(C2=NNC(=NCc3ccccc3)SC2)c1
-6.5,Cc1ccccc1N=C1NC(=O)/C(=C/c2cccn2-c2cccc(C(=O)O)c2)S1
1.4,c1nc(NCCN2CCOCC2)c2c3c(sc2n1)CCCCC3
1.0,Fc1ccc2c(c1)c1n[nH]c(=S)nc1n2CCc1ccccc1
0.2,CC(C)(O)C1Cc2cc(/C=C/C(=O)O)c(O)cc2O1 (stereo not drawn)
2.9,CCN(Cc1cc2ccc(C)cc2[nH]c1=O)C(=O)c1cccnc1
-1.1,COc1ccc(CC(=O)N/N=C(\C)c2cccc(NC(=O)C3CC3)c2)cc1
10,CCn1c(O)c(/C=N/NC(=O)c2ccncc2)c(=O)n(CC)c1=S
72,CCCCNC(=O)C(C#N)c1nc2ccccc2nc1N1CCCC1 (stereo not drawn)
-0.9,CCc1c(C)nc2cc(-c3cccs3)[nH]n2c1=O
-2.4,COc1ccc(C(=O)N2CCc3cc(OC)c(OC)cc3C2c2cccc([N+](=O)[O-])c2)cc1 (stereo not drawn)
-2.0,O=C(Nc1ccc2c(c1)OCO2)c1cc2ncc(Br)cn2n1
-1.4,CC(C)(C)NC(=O)c1ccc(C(=O)NC(C)(C)C)cc1
1.5,CCOC(=O)C1=C(C)OC(N)=C(C#N)C1c1c(C)nn(-c2ccc(C)cc2)c1Cl (stereo not drawn)
2.7,COc1ccc(N2C(=O)C(Cl)=C(N3CCN(Cc4ccccc4)CC3)C2=O)cc1
-0.2,Cc1cc(C)c2[nH]c(=O)c(CN(C(=O)C3CCCO3)C3CCCC3)cc2c1 (stereo not drawn)
2.1,Cc1ccc(CSc2nnc(SCC(=O)N/N=C/c3c[nH]c4ccccc34)s2)cc1

# Next part:
MEX-5 binding,molecule
-2.1,O=C(NCc1ccco1)C1CCCN1C(=O)Nc1ccc(Br)cc1 (stereo not drawn)
-1.3,C=CC#CC[N+]1(CC#Cc2ccccc2)CCOCC1
0.7,CCOC(=O)c1sc(NC(=O)CSc2ncccn2)c(C#N)c1C
-4.1,C#CCOCCOCCOCCNc1nc(N2CCN(C(=O)C([C@@H](C)CC)n3cc(C(N)CO)nn3)CC2)nc(N2CCN(C(=O)[C@H](CCC(=O)O)n3cc(C(N)Cc4ccc(O)cc4)nn3)CC2)n1 (stereo partly drawn)
-3.0,COc1cccc(C2C(C(=O)c3cccs3)=C(O)C(=O)N2CCN2CCOCC2)c1OC (stereo not drawn)
-7.4,Cc1ccc(C(=O)N(CCN2CCCCC2)CC2CCCN(C3CCCC3)C2)s1 (stereo not drawn)
-0.4,CC1CN(c2ccc(Oc3ccccc3)cc2)c2nc3c(c(=O)[nH]c(=O)n3C)n2C1 (stereo not drawn)
-1.3,CC1=NOC(=O)/C1=C\c1ccc(-c2ccc(Br)cc2)o1
1.2,CN(Cc1nccs1)C(=O)C1CCC(=O)N(CCCc2ccccc2)C1 (stereo not drawn)
-0.1,CC(C)CC(c1nnnn1CC1CCCO1)N1CCN(c2nc3ccccc3s2)CC1 (stereo not drawn)
-1.1,CCn1cc(C=C2C(=O)c3ccccc3C2=O)c2ccccc21
0.9,Cc1cc(NC(=O)CSc2nc3c([nH]c4ccccc43)c(=O)n2-c2cccc(C(F)(F)F)c2)no1
-2.4,O=C(c1ccc(S(=O)(=O)N2CCCCC2)cc1)N1CCN(Cc2ccc3c(c2)OCO3)CC1
-0.8,O=Cc1s/c(=N\S(=O)(=O)c2ccccc2)n(CCCCl)c1Cl
-1.3,O=C1C=C(Nc2ccccc2)c2ccccc2C1=O
0.1,Cn1cc(Br)c(C(=O)N/N=C/c2cc3c(cc2Cl)OCO3)n1
-0.3,CC(=O)c1[nH]c(C)c(C(=O)N2CCCC(Nc3ccc(C(C)C)cc3)C2)c1C (stereo not drawn)
0.9,C/C=C/C(=O)N1CC2(CC(c3cccc(NC(=O)CCCCC)c3)=NO2)C[C@H]1C(N)=O (stereo partly drawn)
1.6,Cc1ccc(-c2nc(N)sc2-c2ccc(C)cc2)cc1
-4.1,Oc1ccccc1N=Nc1ccccc1O
-0.1,Cc1cnn(-c2nc(-c3ccccc3)cc(-c3ccccc3)n2)c1
-0.5,COc1ccc(NC(=O)CSc2nnc(-c3cccnc3)n2Cc2ccco2)c(OC)c1
-3.2,O=C(c1cc(COc2ccc(F)c(F)c2)on1)N1CCN(C/C=C/c2ccccc2)CC1
-1.9,CN(C(=O)COC(=O)c1nc(Cl)c(Cl)c(Cl)c1Cl)C1CCS(=O)(=O)C1 (stereo not drawn)
-0.9,COc1ccc(S(=O)(=O)N2CCN(c3nc4ccccc4nc3-n3nc(C)cc3C)CC2)cc1

# Additional entries follow:
MEX-5 binding,molecule
0.0,COC(=O)c1c(NC(=O)c2ccccc2N(C)S(=O)(=O)c2ccccc2)sc2c1CCCC2
-1.9,CCCCCOc1ccc(Br)cc1CSC(=N)N
-2.4,CN=c1scc(-c2ccco2)n1/N=C/c1ccc(O)c(O)c1
0.6,O=C(NCc1ccco1)c1cc(S(=O)(=O)N2CCOCC2)c(Cl)cc1Cl
-1.8,C=CCN1C(=O)/C(=C/c2ccc(OC(C)=O)c(OCC)c2[N+](=O)[O-])SC1=S
0.1,Cc1ccc(CNC(=O)C2CCN(C(=O)Nc3ccc(C)cc3)CC2)cc1
0.4,COc1ccc(NS(=O)(=O)c2cc3c4c(c2)CCN4C(=O)CC3)c(OC)c1
1.2,CCN1CCN(C(c2ccc(OC)c(OC)c2)c2nnnn2C(C)(C)C)CC1 (stereo not drawn)
-6.9,O=C1CCc2cc(NS(=O)(=O)c3ccc([N+](=O)[O-])cc3)cc3c2N1CC3
0.3,Cc1ccc(S(=O)(=O)N2CCOCC2)cc1C(=O)OCC(=O)N1CCc2ccccc2C1
2.0,Cc1cc2cc(CN(Cc3cccs3)C(c3nnnn3C(C)(C)C)C(C)C)c3nnnn3c2cc1C (stereo not drawn)
-0.1,O=C(COc1cccc2c1CCNC2=O)Nc1ccc(Cl)cc1
0.0,O=C(N/C(=C/c1ccc(F)cc1)C(=O)N1CCOCC1)c1ccccc1
1.1,O=C(OCc1nnc(-c2ccccc2)o1)C12CC3CC(CC(Br)(C3)C1)C2
4.6,O=C1CN(S(=O)(=O)c2ccc(F)cc2)CC(=O)N1CCc1ccccc1
1.2,CCCCOc1ccc(Br)cc1CSC(=N)N
-1.8,Cc1ccc(NC(=O)N2CCCC2C(=O)NCCc2ccccc2)cc1 (stereo not drawn)
-1.9,O=C(Nc1ccc(N2CCOCC2)cc1)c1cccc(S(=O)(=O)N2CCCCC2)c1
-0.5,Cc1cc(C)c2nc3s/c(=C/c4ccc5c(c4)n(C)c(=O)n5C)c(=O)n3c2c1
-2.9,COc1c(C)cccc1C(=O)NC(=S)Nc1cccc2nsnc12
0.6,CCOc1ccccc1NC(=S)NC(=O)CCc1ccccc1
-3.3,O=C1/C(=C\c2ccc(O)c(O)c2)C(c2ccccc2)=NN1c1ccccc1
-0.5,O=C(NC1c2ccccc2-c2ccccc21)N1CCCCC1
0.7,CN(C)S(=O)(=O)n1cc(/C=C(\NC(=O)c2ccccc2F)C(=O)NCCCn2ccnc2)c2ccccc21
0.5,Cc1ccc([N+](=O)[O-])cc1N=Nc1c(-c2ccc([N+](=O)[O-])cc2)[nH]n(C(N)=S)c1=O

# Grouped by structure, the compounds so far with bromine
MEX-5 binding,molecule
6.9,CCC1=NN2C(=N)/C(=C\c3cccn3-c3ccc(Br)cc3)C(=O)N=C2S1
-1.8,CCCN1CCn2c3c(c4cc(Br)ccc42)CCCC31 (stereo not drawn)
2.5,O=c1c(Cl)c(Cl)cnn1Cc1nnc(-c2ccccc2Br)o1
-3.3,CCOc1ccc(Br)cc1C1=NN(C(C)=O)C(c2ccc([N+](=O)[O-])s2)O1 (stereo not drawn)
-2.0,O=C(Nc1ccc2c(c1)OCO2)c1cc2ncc(Br)cn2n1
-2.1,O=C(NCc1ccco1)C1CCCN1C(=O)Nc1ccc(Br)cc1 (stereo not drawn)
-1.3,CC1=NOC(=O)/C1=C\c1ccc(-c2ccc(Br)cc2)o1
0.1,Cn1cc(Br)c(C(=O)N/N=C/c2cc3c(cc2Cl)OCO3)n1
-1.9,CCCCCOc1ccc(Br)cc1CSC(=N)N
1.1,O=C(OCc1nnc(-c2ccccc2)o1)C12CC3CC(CC(Br)(C3)C1)C2
1.2,CCCCOc1ccc(Br)cc1CSC(=N)N

# The listing continues:
MEX-5 binding,molecule
-0.3,CC(=O)N1CC2(CC(=O)OC(C)C)CN(C(C)=O)CC(CC(=O)OC(C)C)(C1)C2=O
1.0,COc1ccc(C(=O)c2cccc(C(=O)c3ccc(OC)c(C)c3)c2)cc1C
0.7,COc1cc(C(=O)NCCCC2CCCC2)ccc1OC1CCN(C(C)=O)CC1
-4.3,CC1CCc2sc3ncnc(N4CCN(C)CC4)c3c2C1 (stereo not drawn)
-0.1,Nc1nc(-c2ccco2)nn1C(=O)c1ccccc1Cl
-2.2,Cc1cc(N2CCN(C)CC2)nc2ccc(NC(=S)N3CCCCC3)cc12
-49*,COc1cccc(/C(O)=C/c2nc3ccc(C(=O)NCCc4ccc(Cl)cc4)cc3[nH]c2=O)c1
1.6,O=C(NC1CCCC1)C(c1ccccc1F)N(C(=O)c1csnn1)c1ccccc1 (stereo not drawn)
-2.3,O=C(c1ccco1)N1CCN(C(=O)c2ccccc2OC(=O)C23CC4CC(CC(C4)C2)C3)CC1
-1.9,O=Cc1ccc(O)c2ncccc12
2.6,O=[N+]([O-])c1ccc(N/N=C2/CCCCC2c2ccccn2)cc1 (stereo not drawn)
2.4,Cc1cccc(Nc2c([N+](=O)[O-])ccc3nonc23)c1C
-9.1,CCCCNC(=O)CN1C(=O)c2cccc(N)c2C1=O
4.2,Cc1ccn(CC(=O)N2CCCC(N3CCN(c4ccccc4F)CC3)C2)n1 (stereo not drawn)
3.6,CCn1cc(C(=O)NCCc2ccc(Cl)cc2)c(=O)c2cc(S(=O)(=O)N(C)C)ccc21
-2.7,Cc1cc(NC(=O)c2ccc([N+](=O)[O-])o2)ccc1NC(=O)c1ccco1
0.4,O=C(CSc1nnc2c(n1)[nH]c1ccccc12)Nc1ccc(S(=O)(=O)Nc2ncccn2)cc1
0.5,O=C(Nc1ccc2c(c1)OCO2)C1CCN(C(=O)c2cccs2)CC1
2.4,CS(=O)(=O)c1ccc(S(=O)CC(=O)OCc2ccccc2)c([N+](=O)[O-])c1 (stereo not drawn)

# Shown as a hit in MEX-5 binding, of those listed so far:
MEX-5 binding,molecule
-49*,COc1cccc(/C(O)=C/c2nc3ccc(C(=O)NCCc4ccc(Cl)cc4)cc3[nH]c2=O)c1
